Mtb RmlCD inh = M. tuberculosis RmlC/RmlD coupled enzyme inhibitors, primary screen, biochemical, compound mixtures, 384-well, from 1536-well plates. RmlC+RmlD coupled enzyme assay, percent inhibition; primary screen in compound mixtures. inhibition, % at 3.6 µM. 0.03% of 160,000 active. AID 1533, 2009; in the data active = inhibition mostly above about 34%, no sharp cut-off; note: some results filed as inactive read as strong as hits
Target sequence (P9WH09 whole entry, looked up): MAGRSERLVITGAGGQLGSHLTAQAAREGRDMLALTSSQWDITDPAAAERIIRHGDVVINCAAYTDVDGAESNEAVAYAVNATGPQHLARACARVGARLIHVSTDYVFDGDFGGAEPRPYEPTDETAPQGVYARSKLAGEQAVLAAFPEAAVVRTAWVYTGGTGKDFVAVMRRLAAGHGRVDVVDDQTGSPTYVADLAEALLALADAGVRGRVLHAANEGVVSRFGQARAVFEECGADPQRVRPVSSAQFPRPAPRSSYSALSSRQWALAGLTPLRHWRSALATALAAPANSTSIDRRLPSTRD
Target sequence (P9WH11 whole entry, looked up): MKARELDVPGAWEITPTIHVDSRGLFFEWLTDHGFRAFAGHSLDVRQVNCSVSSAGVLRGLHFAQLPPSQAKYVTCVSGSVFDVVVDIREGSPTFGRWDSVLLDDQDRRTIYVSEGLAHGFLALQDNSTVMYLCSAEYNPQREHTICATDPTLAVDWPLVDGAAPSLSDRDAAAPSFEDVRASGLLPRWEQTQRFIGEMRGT
M. tuberculosis GlmU = inhibition of mycobacterial GlmU enzyme – biochemical, glucosamine-1-phosphate acetyltransferase (AID 1376); 0.25% of 220,000 active; M. tuberculosis GlmU acetyltransferase enzyme assay; higher % means a stronger effect; inhibition, %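 (tested at 30 µM in the primary screen)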; hits with a dose series show IC50 in µM; Bifunctional protein GlmU (Mycobacterium tuberculosis (strain ATCC 25618 / H37Rv)); in the data active = inhibition above about 13%;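 note: 0% = complete reaction with vehicle and 100% = reaction without substrate; strong numbers were not always called active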
Active calls of the source: *; / = no result given.

SMILES | Mtb RmlCD inh | M. tuberculosis GlmU
OC(c1ccccc1)(c1ccccc1)C1CCN(C(=S)NCCc2ccccc2)CC1 | / | -6.2%
O=S(=O)(c1ccc(Cl)cc1)N1CC1c1ccccc1 (stereo unspecified) | 0 | 4.4%
CCOc1ccc(Cl)cc1CNCCc1ccccc1F | / | -0.9%
CCC(=O)c1cn(Cc2ccccc2C#N)c2ccccc12 | / | -0.6%
CC(=O)Oc1c(Sc2ccccc2[N+](=O)[O-])c(C)nn1C(C)(C)C | -11 | 1.4%
CCOc1ccc(N(C(=O)c2ccccc2Cl)C2=NC(C)(C)CS2)cc1 | / | 0.4%
C=CCn1cc(C(=O)NCCCOCC)c(=O)c2cc(S(=O)(=O)N(CC)CC)ccc21 | -9 | 2.2%
COC(=O)C1=C(C)N(CCCC(=O)O)C(=O)NC1c1ccc(OC)cc1 (stereo unspecified) | / | -6.0%
COCCCN(C(C)=O)c1nc(-c2ccc(OC)cc2)cs1 | / | 1.0%
CCc1cccc(CC)c1NC(=O)CSc1nnc(C(C)C)n1CC | -3 | /
COC(=O)C1=C(c2cccc(OC)c2OC)C[C@@H]2CC[C@H]1N2C(=O)NCCS(C)=O (stereo partly specified) | / | -7.5%
Nc1nc(NCc2ccco2)nc(NCCO)c1[N+](=O)[O-] | 4 | -0.3%
Clc1ccc(-c2nnc3sc(-c4ccc(Br)o4)nn23)cc1 | -5 | -7.0%
CCNc1nnc(-c2ccc(C)cc2)o1 | -4 | 3.4%
CCn1c(SCC(=O)N/N=C/c2c[nH]c3ccccc23)nnc1-c1ccc(C(C)(C)C)cc1 | 2 | -0.9%

Structures listed so far that have an aryl methoxy group (3):
SMILES | Mtb RmlCD inh | M. tuberculosis GlmU
COC(=O)C1=C(C)N(CCCC(=O)O)C(=O)NC1c1ccc(OC)cc1 (stereo unspecified) | / | -6.0%
COCCCN(C(C)=O)c1nc(-c2ccc(OC)cc2)cs1 | / | 1.0%
COC(=O)C1=C(c2cccc(OC)c2OC)C[C@@H]2CC[C@H]1N2C(=O)NCCS(C)=O (stereo partly specified) | / | -7.5%

Continued.
SMILES | Mtb RmlCD inh | M. tuberculosis GlmU
O=C(N/N=C/C=C/c1ccco1)c1ccccc1Cl | 5 | 4.0%
CCS(=O)(=O)N1CCC(C(=O)NCc2ccc(F)cc2)CC1 | 14 | -1.5%
O=[N+]([O-])c1ccc(/C=N/n2cn[nH]c2=S)cc1 | -8 | /
CC1CCCN(C(=O)C2CCN(CCCc3ccccc3)CC2)C1 (stereo unspecified) | -6 | -0.4%
Fc1ccc(COc2ccccc2CNc2nn[nH]n2)cc1 | 12 | 4.1%
CCOc1ccc(NC(=O)c2ccccc2SC)cc1 | -1 | -2.6%
CC(C)(C)c1cc(CN2CCC(O)CC2)cc(C(C)(C)C)c1O | / | -4.1%
CCc1ncc(C(O)c2cccc3ccccc23)n1C (stereo unspecified) | / | -1.1%
OC1CCN(c2ncnc3nc[nH]c23)CC1 | -6 | 6.3%
O=C(Cn1c(-c2cncs2)nc2ccccc21)NCCc1ccccc1 | 6 | 4.0%
CCOC(=O)Cc1cnc(NC(=O)CSc2nc(N)cc(N)n2)s1 | 5 | 5.3%
CCOC(=O)N1CCN(S(=O)(=O)c2ccc(C)cc2)C1c1ccccc1 (stereo unspecified) | 20 | 0.5%
CCOC(=O)NC(Nc1ncccn1)(C(F)(F)F)C(F)(F)F | 11 | -4.3%
COc1ccc2cc(C3(C)NC(=O)N(CC(=O)NCc4ccco4)C3=O)ccc2c1 (stereo unspecified) | -5 | -1.9%
Cc1cccc(NC(=O)c2ccc(C(=O)Nc3cccc(C)c3)nc2)c1 | 3 | 1.5%
C(=C\c1cccc2ccccc12)/c1nnc(-c2cccs2)o1 | / | 2.3%
Cc1ccc(C)c(N(C(=O)c2nsc(Cl)c2Cl)C(C(=O)NC2CCCC2)c2ccc(O)cc2)c1 (stereo unspecified) | -4 | -1.2%
O=c1c2nnn(Cc3ccccc3)c2ncn1-c1ccccc1 | 4 | 0.6%
C=C(C)CSc1nnc(-c2ccc(OC)c(OC)c2)n1N | -7 | 3.5%
CCn1c(=NC(=O)c2ccco2)sc2cccc(F)c21 | 7 | -1.9%
COc1ccccc1CNC(=O)c1cc(-c2ccccc2)nn1CC1CC(c2cccc([N+](=O)[O-])c2)=NO1 (stereo unspecified) | / | -2.1%
Cc1ccc(C(=O)Cn2c3[n+](c4ccccc42)CC(O)CS3)cc1 (stereo unspecified) | -14 | 4.2%
CNC1(c2nnnn2-c2ccccc2C)CCOC(C)(C)C1 (stereo unspecified) | 7 | 1.3%
CS(=O)(=O)NCCNc1ncc(C(F)(F)F)cc1Cl | -12 | -7.8%
O=C(Nc1ccc2c(c1)OCO2)Nc1cnccn1 | 7 | 3.1%
COc1ccccc1N1CCN(c2ccc([N+](=O)[O-])cc2Cl)CC1 | 7 | -0.1%
O=C(CCc1nc2ccccc2n1-c1ccccc1)NCCO | 10 | 2.1%
CCCCC(=O)Nc1ncc(Br)s1 | / | 0.1%
CCN(C(=O)CSC1=Nc2ccccc2C2CC=NN12)C1CCS(=O)(=O)C1 (stereo unspecified) | / | -3.0%
NC(Cc1ccc(O)cc1)c1cn([C@@H](CCC(=O)O)C(=O)N2CCNCC2)nn1 (stereo partly specified) | / | 0.4%
Cc1ccc(OCc2n[nH]c(=S)n2C2CCCCC2)cc1 | 10 | 5.8%
Cc1cc(NC(=O)COC(=O)c2c(C)nn(Cc3ccccc3)c2C)no1 | -9 | -1.9%
Brc1ccc2c(c1)[C@H]1OCC[C@H]1[C@@H](c1cccs1)N2 | 1 | -4.4%
[O-]/[N+](=C/c1ccc(F)cc1)c1ccccc1 | -9 | -2.5%
COC(=O)COc1cccc2c(=O)n(CC(=O)Nc3ccc4c(c3)OCCO4)ccc12 | / | -4.2%
CCc1ccc(C2C(C#N)=C(N)OC3=C2C(=O)CCC3)s1 (stereo unspecified) | / | -1.5%
COc1ccc(/C=C(\C#N)C(=O)OCC(=O)NC(=O)NCCC(C)C)cc1 | -5 | 0.2%
O=C(OCc1nc2scc(-c3ccccc3)c2c(=O)[nH]1)c1cccc([N+](=O)[O-])c1 | 8 | -3.7%
COc1cc(C2C(C(C)=O)=C(O)C(=O)N2CCc2ccc(OC)c(OC)c2)ccc1O (stereo unspecified) | -8 | -5.6%
COc1ccc(C2/C=C\CN(S(=O)(=O)c3cccc4cccnc34)CC(=O)N2Cc2ccc(F)cc2)cc1 (stereo unspecified) | / | 4.1%
CCc1nc2ccccc2n1CCC(=O)O | / | 1.5%
Cc1c(N2C(=O)CSC2c2ccccc2)c(=O)n(-c2ccccc2)n1C (stereo unspecified) | 3 | 1.6%
O=C(NC1(C(F)(F)F)NC(=O)N(C2CCCCC2)C1=O)c1cccs1 (stereo unspecified) | / | 4.5%
O=C(Cc1cccs1)Nc1ccc(C(=O)O)cc1 | / | 1.1%
Cc1ccc(Oc2ccc3c(c2)C(=O)N(c2cccc4cccnc24)C3=O)cc1 | / | 7.3%
COc1cc([N+](=O)[O-])cc2sc(NC(=O)c3c(F)cccc3F)nc12 | -7 | -3.1%
COC(=O)CC1SC(=O)NC1=O (stereo unspecified) | -4 | 1.2%
COc1cc(C(=O)O)cc(NC(=O)c2cccs2)c1OC | -1 | 2.1%
CC(C)OCC(O)CCc1n[nH]c(=S)n1-c1ccccc1 (stereo unspecified) | 55 | 0.2%
COc1ccc(S(=O)(=O)N2CCOCC2)c(C)c1C | / | -2.4%
Cc1ccccc1NC(=S)NCc1cccs1 | / | 1.0%
O=C(COC(=O)Cc1ccccc1)Nc1ccc(F)cc1 | 15 | -7.7%
COc1ccc(N2C(=O)NC(=O)/C(=C/c3ccc([N+](=O)[O-])s3)C2=O)cc1 | 27 | 3.4%
CC(c1ccco1)N(C(=O)COc1ccc(Cl)cc1)c1ccccn1 (stereo unspecified) | / | -1.5%
CC(=O)CSc1ccc(C(=O)O)cn1 | -5 | 7.3%
COCCNC(=O)C(c1ccc(Cl)cc1)N(CCOC)C(=O)CCC(=O)Nc1nccs1 (stereo unspecified) | / | 0.5%
CN1/C(=C\C(=O)Nc2cccc(Cl)c2)C(C)(C)c2ccccc21 | 25 | 1.9%
NC(=O)c1ccc(NC(=O)COC(=O)c2ccc3c(c2)OCCO3)cc1 | -4 | 0.7%
C=CCN(CC=C)C(=O)Nc1ccc(OCC)cc1 | 11 | -8.0%
Cc1ccc(NC2=NC(c3ccc(O)cc3)n3c(nc(C)cc3=O)N2)cc1 (stereo unspecified) | 4 | 10%
(continued)
SMILES | Mtb RmlCD inh | M. tuberculosis GlmU
CSc1ccc(CNc2cccc3ccccc23)cc1 | / | -2.8%
CC(C)OCCCn1c(=NC(=O)c2ccncc2)c(C#N)cc2c(=O)n3ccccc3nc21 | 0 | 2.1%
O=C(CN1CCC(O)(c2ccc3c(c2)OCO3)CC1)NC1CCCCC1 | 5 | 3.5%
Cc1ccc(-n2nc(C(=O)N/N=C/c3cccc(C(F)(F)F)c3)c3ccccc3c2=O)cc1C | 8 | -7.1%
O=c1c2ccccc2ncn1CCCSc1ccc(Cl)cc1 | 36 | -4.0%
O=C(Cc1ccccc1)Nn1cnc2ccccc21 | -8 | 2.0%
COc1ccc(C(=O)Nn2cnnc2)cc1OC | 20 | 3.0%
CC(C)NS(=O)(=O)c1ccc(OCC(=O)N2CCCC2)cc1 | / | 4.1%
Fc1ccc(N2CCN(c3ncnc4nc[nH]c34)CC2)cc1 | -10 | 4.7%
Fc1ccccc1-c1n[nH]c(=S)n1CC1CCCO1 (stereo unspecified) | 5 | -1.6%
CC(NC(=O)Nc1ccc(F)cc1F)c1ccncc1 (stereo unspecified) | 6 | -2.5%
COCCNC(=S)Nc1cc(S(=O)(=O)N2CCOCC2)ccc1N1CCCCC1 | 2 | 2.9%
CC(C)C(=O)N(Cc1ccc(F)cc1)Cc1nc2ccccc2c(=O)[nH]1 | / | 4.2%
O=C(COC(=O)Cc1ccc(Cl)cc1Cl)Nc1ccc(OC(F)F)cc1 | 0 | -4.5%
NS(=O)(=O)c1ccc(N=Nc2c(O)[nH]c(=S)[nH]c2=O)cc1 | 56 | -4.0%

Sorted by length of the SMILES (largest number first): some entries from above.
SMILES | Mtb RmlCD inh | M. tuberculosis GlmU
Cc1ccc(-n2nc(C(=O)N/N=C/c3cccc(C(F)(F)F)c3)c3ccccc3c2=O)cc1C | 8 | -7.1%
NS(=O)(=O)c1ccc(N=Nc2c(O)[nH]c(=S)[nH]c2=O)cc1 | 56 | -4.0%
O=C(CN1CCC(O)(c2ccc3c(c2)OCO3)CC1)NC1CCCCC1 | 5 | 3.5%
CC(C)NS(=O)(=O)c1ccc(OCC(=O)N2CCCC2)cc1 | / | 4.1%
CSc1ccc(CNc2cccc3ccccc23)cc1 | / | -2.8%

Next structures.
SMILES | Mtb RmlCD inh | M. tuberculosis GlmU
COc1ccccc1NC(=O)C1=C(C)Nc2ncnn2C1c1cccs1 (stereo unspecified) | / | 1.6%
COc1ccc(/C(C)=N\O)cc1OC | 4 | 0.9%
Cc1cccc(NC(=O)CS(=O)(=O)c2cn(C)c3ccccc23)c1 | -3 | 2.8%
CCOc1ccc(Oc2ccccc2NC(=O)CCNC(C)=O)cc1 | 2 | -1.2%
Cc1cc(CNCc2cn(C)nc2-c2ccc(Oc3ccccc3)cc2)on1 | -9 | 2.3%
CC(C)[C@H](NC(=O)OCc1ccccc1)C(=O)OCC(=O)NC1CCCCC1 | 5 | -1.2%
CSc1cccc(CN2CCN(CCC(C)C)C(CCO)C2)c1 (stereo unspecified) | -10 | 2.8%
Cc1cc(OC(C)C)nc(NCc2ccccc2)n1 | / | 2.5%
Cn1ncc(C#N)c1/N=C/N1CCCC1 | -9 | -0.3%
Cc1cccc(CCNS(=O)(=O)c2ccc(S(=O)(=O)NC3CCCC3)cc2)c1 | / | 1.3%
Cn1ncc(Cl)c1C(=O)Nc1cc(C(F)(F)F)ccc1F | / | -2.0%
Cc1ccc(NC(=O)C(=O)NN)cc1 | -9 | /
CCCCOc1ccc(C(=O)NC)cc1 | 8 | 2.0%
CC(C)(C)c1ccc(C2CC2C(=O)N/N=C\c2ccc[nH]2)cc1 (stereo unspecified) | -12 | -0.8%
Fc1ccc(-c2[nH]ncc2CN(CC2CCC2)CC2CCCO2)c(F)c1 (stereo unspecified) | -10 | -2.1%
Oc1nc(Nc2cccc(Cl)c2)sc1/C=C1\C=Nc2ccccc21 | 24 | 0.2%
CC1CCN(CC(=O)Nc2cc(C(F)(F)F)ccc2Cl)CC1 | 1 | 0.6%
COc1ccc(/C=N/NC(=O)CSc2n[nH]c(=O)[nH]c2=O)cc1 | -4 | 5.1%
CCCn1nc(NC(=O)CC(C)C)c2cc3ccccc3nc21 | 15 | 1.6%
Cc1ccccc1Nc1nnc(SCc2nc3ccccc3c(=O)[nH]2)s1 | 7 | 1.0%
COc1ccc(NC(=O)C2CC(c3cc(OC)c(OC)c(OC)c3)=NO2)cc1OC (stereo unspecified) | / | -2.0%
CC1CCN(CC(O)COCCC23CC4CC(CC(C4)C2)C3)CC1 (stereo unspecified) | 12 | -4.0%
O=C(c1cc(S(=O)(=O)N2CCOCC2)ccc1F)N1CCC2(CC1)OCCO2 | -2 | 3.5%
O=C(O)C1CCCCC1C(=O)Nc1ccccn1 (stereo unspecified) | 17 | 0.2%
O=C(O)c1cc(O)ccc1-c1ccc(O)cc1 | / | 0.4%
CCOc1nc(OCC)nc(N2CCC(C)CC2)n1 | 8 | -4.1%

One compound at a time, as listed above.
O=C(COC(=O)Cc1ccccc1)Nc1ccc(F)cc1 is listed with Mtb RmlCD inh = 15; M. tuberculosis GlmU = -7.7%
Fc1ccc(N2CCN(c3ncnc4nc[nH]c34)CC2)cc1 is listed with Mtb RmlCD inh = -10; M. tuberculosis GlmU = 4.7%

High-throughput results as filed in PubChem BioAssay.

Some of the compounds tested; the hit share may differ from the screen's.
